GAA inh = alpha-glucosidase (human) inhibition | P10253 | purified human GAA, 4-MU-alpha-glucoside fluorescence | Potency, µM (series often up to 76.9 µM), for the others: at the highest dose activity change, negative = inhibition, most hits filed as inhibitors | actives 0.005% (n = 200,000) | AID 1466;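 further: plate controls were uninhibited enzyme wells for no effect and no-enzyme background for full effect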
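Read-out is 4-methylumbelliferone fluorescence (Ex 365/Em 440 nm) after NaOH/glycine stop at pH 10. Enzyme 4 nM, substrate 400 uM, pH 5.0 citrate buffer, 20 min room temperature; AC50 from Hill-equation concentration-response.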
aGal spleen mod = alpha-galactosidase A (human) modulation; human spleen homogenate, 4MU-alpha-Gal fluorescence, 40 min; P06280; AID 2107; actives 0.008% (n = 240,000); Potency, µM (highest dose often 80 µM), for inactives: top-dose activity change, negative = inhibition, most hits filed as inhibitors;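 further: 0% = enzyme with vehicle and -100% = no enzyme basal signal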
Target sequence (P06280 32-429 limits assumed): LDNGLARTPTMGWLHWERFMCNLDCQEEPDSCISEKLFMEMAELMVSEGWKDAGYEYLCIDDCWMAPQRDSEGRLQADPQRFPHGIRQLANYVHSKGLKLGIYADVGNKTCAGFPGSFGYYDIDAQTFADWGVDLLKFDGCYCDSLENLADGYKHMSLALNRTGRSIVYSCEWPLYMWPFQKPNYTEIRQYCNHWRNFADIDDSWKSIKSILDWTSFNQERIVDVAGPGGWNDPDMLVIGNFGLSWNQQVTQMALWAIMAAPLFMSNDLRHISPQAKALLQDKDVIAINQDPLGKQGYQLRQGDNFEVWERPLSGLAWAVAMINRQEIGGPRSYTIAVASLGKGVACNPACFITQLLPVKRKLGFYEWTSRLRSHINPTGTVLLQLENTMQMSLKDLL
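qHTS titration in buffer at pH 5.0. Alpha-galactosidase activity in spleen homogenate was measured via 4-methylumbelliferone release from 1 mM fluorogenic substrate after 40 min at 37C and a pH 10 stop. AC50 came from Hill fits of control-normalized data.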
GAA glycogen = GAA glycogen-cleavage inhibition or activation | P10253 | recombinant GAA, glycogen substrate, Amplex Red glucose oxidase fluorescence | Potency, µM (titrated, usually from 76.4 µM), without a hit: at the highest dose activity change, negative = inhibition, hits mostly inhibitors | actives 0.38% (n = 300,000);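 further: 0% = full enzyme reaction and -100% = no-enzyme basal signal; the screen sought inhibitors and activators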
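Recombinant human enzyme (4 nM); glycogen substrate; 37 C, 40 min, pH 5.0. Readout: coupled glucose oxidase/Amplex Red fluorescence.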
NPSR antagonist = antagonists of human neuropeptide S receptor cAMP signaling; Q6W5P4; CHO-NPSR cells, cAMP TR-FRET, antagonist mode; Potency, µM (doses to about 38.3 µM), for inactives: at the highest dose activity change, negative = inhibition, hits mostly inhibitors; actives 1% (n = 220,000); AID 1461; further: on the % scale 0 is the no-effect control and ±100 the full control effect; nearly all actives have a fitted effect of over 50% in size; many of its hits are not listed in these tables
ALDH1A1 inh = inhibitors of human aldehyde dehydrogenase 1A1. Purified ALDH1A1, NADH fluorescence, propionaldehyde substrate. actives 7.3% (n = 220,000). Potency, µM (doses to about 75.3 µM), inactives show top-dose activity, negative = inhibition, hits mostly inhibitors. P00352; active means well fitted inhibition curve with a large enough effect, not every such curve was filed as active; inconclusive means small, poorly fitted or top-dose-only effect, or another doubt; inactive means no such curve, though single readings can be large or run the other way;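 further: plate controls were no enzyme wells and a reference inhibitor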
Target sequence (P00352 whole entry, looked up): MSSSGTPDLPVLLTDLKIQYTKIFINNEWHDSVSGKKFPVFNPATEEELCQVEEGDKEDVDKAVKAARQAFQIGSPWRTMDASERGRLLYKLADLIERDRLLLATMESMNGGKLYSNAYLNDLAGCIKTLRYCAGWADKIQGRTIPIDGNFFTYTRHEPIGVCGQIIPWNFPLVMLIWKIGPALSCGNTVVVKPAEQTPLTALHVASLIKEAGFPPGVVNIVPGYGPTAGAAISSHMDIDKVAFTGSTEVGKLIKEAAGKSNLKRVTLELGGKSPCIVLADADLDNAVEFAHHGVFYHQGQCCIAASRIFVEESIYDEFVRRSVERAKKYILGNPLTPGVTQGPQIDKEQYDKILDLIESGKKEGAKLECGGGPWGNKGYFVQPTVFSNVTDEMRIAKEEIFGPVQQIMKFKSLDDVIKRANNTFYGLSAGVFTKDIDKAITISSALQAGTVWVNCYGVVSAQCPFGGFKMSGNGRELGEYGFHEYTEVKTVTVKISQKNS
Tau fluor cs = counter-screen for tau fibril formation inhibitors; tau K18 P301L Alexa594 fluorescence, heparin fibrillization; Potency, µM (top dose mostly 57.7 µM), for inactives: at the top dose activity change, negative = decrease; actives 0.93% (n = 280,000); further: on the % scale 0 is the no-effect control and ±100 the full control effect; nearly all actives have a fitted effect of over 55% in size
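Human tau K18 P301L (15 uM unlabeled, 0.24 uM Alexa 594-labeled) in 100 mM sodium acetate pH 7 with 20 uM heparin, 6 hr at 37 C. ThT 30 uM added, 1 hr ambient; Alexa 594 FP and total fluorescence read at 555/632 nm.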
aGlu spleen mod = lysosomal alpha-glucosidase (human) modulation; Potency, µM (doses to about 79.9 µM), for inactives: top-dose activity change, negative = inhibition, most hits filed as inhibitors; P10253; human spleen homogenate, 4-MU-alpha-glucoside fluorescence; actives 0.006% (n = 240,000);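 further: 0% = enzyme with vehicle and -100% = no enzyme basal signal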
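AC50 values come from Hill-equation fits of concentration-response data, normalized to no-enzyme and full-activity controls. Enzyme source: 1 ug human spleen homogenate; 1 mM fluorogenic 4-MU glucoside, pH 5.0 citrate buffer, 37 C, 40 min.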
Epigenetic derep = regulators of epigenetic silencing causing reporter derepression in mouse cells | murine LDR cells, GFP reporter derepression, 30 h | Potency, µM (series often up to 53.9 µM), without a hit: at the top dose GFP activation, usual class: activators | actives 0.2% (n = 280,000); further: % of control where 0% means no effect; nearly all actives have a fitted effect of over 60% in size
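Murine LDR cells carrying a silenced, genomically integrated CMV-driven GFP reporter were exposed to compound for 30 hours at 37 C. After PBS washes, GFP-positive cells (20–120 um objects) were counted by laser-scanning microplate cytometry.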
* = called active by the depositor; u = inconclusive; x = no result given; & = joins results of further samples; [ ] = remark or other dose. Unless noted, the call rests on the fitted dose curve; in most records, active means well fitted curve in the direction sought with a large enough effect; inconclusive means small, poorly fitted or top-dose-only effect, or another doubt; inactive means no such curve, though single readings can be large; an effect the other way counts as inactive or inconclusive. Potency means the concentration at half of the fitted maximal effect.

Start of the data: the first 11 entries, to show the layout:
Values in the order – aGal spleen mod	Tau fluor cs	ALDH1A1 inh	Epigenetic derep	GAA glycogen	aGlu spleen mod	GAA inh	NPSR antagonist
- CSc1nc2ccsc2c(=O)n1-c1ccccn1
 : -2%	4%	6%	-2.3%	4%	-29%	-12%	14%
- Cc1cc(Oc2ccc(=O)[nH]n2)nc(Cl)n1
 : 5%	-7%	5%	2.2%	7%	-7%	-8%	-24%
- Nc1cc(N2CCOCC2)c(Cl)cc1[N+](=O)[O-]
 : 7%	5%	4%	-0.3%	6%	4%	-5%	1%
- CCC(=O)Nc1nc(CC(=O)Nc2ccccc2)cs1
 : 6%	-5%	4%	-1.0%	2%	-12%	-6%	-3%[46.1 µM]
- COc1ccccc1-c1nn2c(-c3ccc(C(C)(C)C)cc3)nnc2s1
 : 6%	-2%	u	7.0%	-4%	11%	4%	-8%[7.67 µM]
- COc1ccccc1N1CCN(C(c2cccs2)c2nnnn2C2CCCC2)CC1 (stereo unspecified)
 : 1%	-19%	1%	2.0%	4%	4%	-3%	-26%[46.1 µM]
- Cc1ccc(S(=O)(=O)N(CC(=O)Nc2ccccc2C(=O)O)c2ccc(Cl)cc2)cc1
 : -2%	-4%	0%	1.1%	7%	-1%	6%	-26%
- O=C(Nc1ccc2oc(-c3ccncc3)nc2c1)c1ccccc1F
 : 0%	2%	u	1.6%	-7%	-3%	7%	-6%[46.1 µM]
- CCCc1cnc(N2CCN(S(=O)(=O)c3cccs3)CC2)nc1
 : 7%	-11%	2%	1.6%	1%	-3%	6%	-11%
- O=c1oc(-c2ccccc2Cl)nc2ccsc12
 : -6%	-2%	-12%	0.8%	8%	-3%	-7%	-24%[46.1 µM]
- COc1cc(C(=O)N(Cc2ccc(N(C)C)cc2)C2CCS(=O)(=O)C2)cc(OC)c1OC (stereo unspecified)
 : 2%	4%	-4%	0.8%	u	0%	0%	-26%[46.1 µM]

Results (from the top)
Values in the order – aGal spleen mod	Tau fluor cs	ALDH1A1 inh	Epigenetic derep	GAA glycogen	aGlu spleen mod	GAA inh	NPSR antagonist
- CSc1nc2ccsc2c(=O)n1-c1ccccn1
 : -2%	4%	6%	-2.3%	4%	-29%	-12%	14%
- Cc1cc(Oc2ccc(=O)[nH]n2)nc(Cl)n1
 : 5%	-7%	5%	2.2%	7%	-7%	-8%	-24%
- Nc1cc(N2CCOCC2)c(Cl)cc1[N+](=O)[O-]
 : 7%	5%	4%	-0.3%	6%	4%	-5%	1%
- CCC(=O)Nc1nc(CC(=O)Nc2ccccc2)cs1
 : 6%	-5%	4%	-1.0%	2%	-12%	-6%	-3%[46.1 µM]
- COc1ccccc1-c1nn2c(-c3ccc(C(C)(C)C)cc3)nnc2s1
 : 6%	-2%	u	7.0%	-4%	11%	4%	-8%[7.67 µM]
- COc1ccccc1N1CCN(C(c2cccs2)c2nnnn2C2CCCC2)CC1 (stereo unspecified)
 : 1%	-19%	1%	2.0%	4%	4%	-3%	-26%[46.1 µM]
- Cc1ccc(S(=O)(=O)N(CC(=O)Nc2ccccc2C(=O)O)c2ccc(Cl)cc2)cc1
 : -2%	-4%	0%	1.1%	7%	-1%	6%	-26%
- O=C(Nc1ccc2oc(-c3ccncc3)nc2c1)c1ccccc1F
 : 0%	2%	u	1.6%	-7%	-3%	7%	-6%[46.1 µM]
- CCCc1cnc(N2CCN(S(=O)(=O)c3cccs3)CC2)nc1
 : 7%	-11%	2%	1.6%	1%	-3%	6%	-11%
- O=c1oc(-c2ccccc2Cl)nc2ccsc12
 : -6%	-2%	-12%	0.8%	8%	-3%	-7%	-24%[46.1 µM]
- COc1cc(C(=O)N(Cc2ccc(N(C)C)cc2)C2CCS(=O)(=O)C2)cc(OC)c1OC (stereo unspecified)
 : 2%	4%	-4%	0.8%	u	0%	0%	-26%[46.1 µM]
- Cc1nc2cc(NCc3cc([N+](=O)[O-])ccc3O)ccc2n1Cc1ccccc1
 : -5%	12%	-4%	12%	u	-3%	-9%	-8%
- CC[n+]1c(/C=C/N(C)c2ccccc2)oc2ccc(F)cc21
 : 1%	u	14µM*	11%	1%	4%	-5%	11%
- C[C@@H]1C(c2ccccc2)=NN(c2ccc(Br)cc2)[C@H]1C(=O)N1CCOC1=O
 : u	u	u	1.5%	x	9%	x	x
- CC(=O)OC1CC[C@@]2(C)C(CCC3C2CC(=O)[C@@]2(C)C3CC3CC(C)=CC(=O)C32)C1 (stereo partly specified)
 : 13%	13%	x	0.1%	-1%	5%	x	-29%
- CC(C)=C1SC(N2CCN(Cc3ccccc3)CC2)=NC1=O
 : 2%	7%	-2%	0.0%	7%	-2%	1%	-11%[46.1 µM]
- CCN(CC)C(=O)c1sc2nc(Cc3ccccc3)[nH]c(=O)c2c1C
 : -6%	-15%	u	-0.5%	16%	-9%	12%	-22%
- CC1CCCC(C)N1C(=C(Cl)Cl)C(=C1SCCS1)[N+](=O)[O-] (stereo unspecified)
 : 0%	u	u	-0.1%	0%	-7%	-5%	u
- CC1CCC2(CC1)NC(=O)N(CC(=O)Nc1nc(-c3ccc(F)cc3)cs1)C2=O (stereo unspecified)
 : -2%	0%	u	-0.7%	-1%	-4%	-2%	18%[46.1 µM]
- O=C(Nc1cccc([N+](=O)[O-])c1)c1ccc2nc(N3C(=O)CCC3=O)sc2c1
 : -1%	u	u	1.1%	1%	-5%	-2%	-25%[46.1 µM]
- CC(O)CNc1ncnc2nc[nH]c12 (stereo unspecified)
 : -6%	-6%	10%	-0.1%	0%	-1%	-6%	6%[46.1 µM]
- COc1cc(C(CCN2CCCC2)c2c(OC)cc(OC)c3c(C)cc(=O)oc23)cc(OC)c1OC (stereo unspecified)
 : 1%&6%	-6%	x	3.8%	7%	5%&4%	x	-38%
- Nc1nc(NC(=O)c2ccccc2Cl)nn1-c1ccccc1
 : -1%	0%	x	0.2%	2%	3%	x	-13%
- CC1(C)CC2C1CCC1(C)OC1CCC2(C)O (stereo unspecified)
 : -1%	-2%	5%	1.1%	x	-1%	x	x
- Cc1cccc(-c2nnc(SCC(=O)N3c4ccccc4CCc4ccccc43)n2C)c1
 : 1%	3%	11µM*	-1.1%	8%	-3%	-11%	-27%
- COc1ccc(C(=O)N=C2CCC(C#N)=C3c4cc(OC)c(OC)cc4CCN23)cc1
 : -3%	-3%	-8%	-1.1%	5%	-3%	-9%	13%
- Cc1cc(C)cc(NC(=O)c2cc(=O)c3ccccc3o2)c1
 : 10%	0%	u	-3.4%	9%	9%	7%	-1%
- Cc1ccc(C#N)c(SCc2nnc(-c3ccc(Cl)cc3)o2)n1
 : 6%	-24%	u	3.8%	0%	-3%	14%	-6%
- CSc1ccccc1NC(=O)CSc1n[nH]c(C)c1[N+](=O)[O-]
 : 2%	-19%	-13%	2.0%	-8%	-1%	-31%	-12%
- Cc1cc(C(=O)NNC(=O)CCCCC(=O)NNC(=O)c2cc(C)[nH]n2)n[nH]1
 : -4%	2%	-10%	0.0%	1%	1%	4%	7%

Values in the order – aGal spleen mod	Tau fluor cs	ALDH1A1 inh	Epigenetic derep	GAA glycogen	aGlu spleen mod	GAA inh	NPSR antagonist
- COc1cccc(C=Nc2ccccc2C#N)c1O
 : 4%	5%	-5%	1.0%	0%	-9%	1%	12%
- OCC(Cc1ccc2c(c1)OCO2)C(CO)Cc1ccc2c(c1)OCO2 (stereo unspecified)
 : 5%	1%	x	1.1%	9%	3%	x	-11%
- COCCN(C(=S)Nc1ccccc1C)C(C)c1cccnc1 (stereo unspecified)
 : 1%	-5%	17%	0.0%	-4%	-1%	-6%	5%
- COc1ccc(C(=O)Nc2nc3c(s2)Cc2cc(OC)ccc2-3)cc1
 : 10%	4µM*[quencher]	22µM*	1.0%&0.0%	11%[76.3 µM]	-1%	5%	-13%[46.1 µM]
- N/C(=N/OC(=O)c1ccccc1Cl)c1ncc([N+](=O)[O-])s1
 : -23%	-24%	x	-0.1%	3%	-18%	x	-7%
- Cc1ccccc1C(=O)Nc1ccc2nc3n(c(=O)c2c1)CCC3
 : 2%	1%	-10%	3.0%	-15%	8%	-5%	-15%[46.1 µM]
- CCOc1nc(NC(=O)NC(=O)c2ccccc2)nc(-c2ccccc2)n1
 : 11%	5%	17%	1.0%	0%	-10%	7%	-35%
- CCc1ccc(NC(=O)Cc2c(C(=O)O)n(C)c3ccccc23)cc1
 : 4%	-7%	-1%	1.6%	-14%	-1%	-5%	16%
- CC(C)NCc1cc(Br)ccc1OCc1ccccc1
 : 1%	1%	19%	-0.4%	-3%	-21%	-1%	-23%
- CCOc1cc(S(=O)(=O)N(CC)CC)ccc1F
 : -1%	-7%	5%	3.7%	3%	-5%	-2%	-6%[46.1 µM]
- N#CC(C#N)=C1C=CC=CN1/C(=C\c1ccco1)C(=O)c1ccc(Cl)cc1
 : 6%	u	-7%	11%	-7%	-16%	u	u
- CN(c1cccc(NC(=O)CCSc2ccccc2)c1)S(C)(=O)=O
 : -8%	-6%	-7%	-0.2%	-27%	0%	-1%	-8%[46.1 µM]
- Cc1cccc(C(=O)Nc2ccnc(-c3cccnc3)n2)c1
 : -6%	-2%	-4%	0.3%	9%	-2%	-5%	7%
- CCOc1cc(/C=N/NC(=O)CN(CCc2ccccc2)S(=O)(=O)c2ccc(NC(C)=O)cc2)ccc1O
 : 5%	u	-12%	0.0%	u	-21%	-2%	-1%
- Nc1ncnc2c1ncn2[C@@H]1O[C@H](COP(=O)(O)O)[C@@H](O)[C@@H]1O
 : 6%[29.1 µM]	x	13%[20.9 µM]	-0.3%[16.9 µM]	x	-10%[29.1 µM]	x	x
- O=C(c1ccccc1)C1CN(c2ccccc2)CC1c1ccc(Cl)cc1 (stereo unspecified)
 : -5%	-22%	6%	-0.4%	-2%	-5%	-1%	-13%[46.1 µM]
- COC(=O)c1nc(-c2ccccc2)oc1N1CCOCC1
 : 2%	-1%	u	-5.7%	2%	5%	-3%	16%
- COC(=O)CN=Cc1c(O)n(-c2ccc(Cl)cn2)c(=O)c2ccccc12
 : -2%	4%	0%	-4.1%	-11%	0%	-3%	14%

A portion of the library (hit frequency here may not be typical).
